Exocytosis inh: LAMP-1 surface exposure blockers, TALL-104 cells – cell-based, flow cytometry, MLPCN library, primary screen | TALL-104 LAMP-1 surface exposure; cells stimulated with thapsigargin and PMA | inhibition, % at 10 µM | 0.66% of 360,000 active;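 active means inhibition above about 55%, limit read from the data; inconclusive means no clear call, values can overlap the other calls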
H9c2 protect: cardioprotection against H2O2-induced cell death, primary screen, uHTS, H9c2 cells, ATPLite luminescence | H9c2 cardiomyocytes, H2O2 injury protection, 2 h | protection from H2O2 cell death, % at 20 µM | 0.63% of 360,000 active | AID 588492, 2011;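 active means compounds giving at least 50% protection of heart cells from peroxide-induced death in the single-dose screen, raw or plate-pattern-corrected value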;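 further: 0% = DMSO wells with peroxide and 100% = DMSO wells without peroxide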
ABCB6 inh MLPCN: ABCB6 transporter inhibitors, primary screen, K562-ABCB6 cells, flow cytometry, MLPCN library. K562-ABCB6 porphyrin accumulation, 1 h; active compounds read low. fluorescence ratio to DMSO, % at 10 µM. 0.19% of 360,000 active. AID 602162, 2011;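 active means fluorescence ratio to DMSO below 75%, the collection mean minus 3 SD; inconclusive means too few cells collected in the well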;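 further: signal is porphyrin accumulated inside mitochondria; 100% equals median channel fluorescence of DMSO control wells; lower ratio means ABCB6 inhibition with less porphyrin fluorescence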
Target sequence (Q9NP58 whole entry, looked up): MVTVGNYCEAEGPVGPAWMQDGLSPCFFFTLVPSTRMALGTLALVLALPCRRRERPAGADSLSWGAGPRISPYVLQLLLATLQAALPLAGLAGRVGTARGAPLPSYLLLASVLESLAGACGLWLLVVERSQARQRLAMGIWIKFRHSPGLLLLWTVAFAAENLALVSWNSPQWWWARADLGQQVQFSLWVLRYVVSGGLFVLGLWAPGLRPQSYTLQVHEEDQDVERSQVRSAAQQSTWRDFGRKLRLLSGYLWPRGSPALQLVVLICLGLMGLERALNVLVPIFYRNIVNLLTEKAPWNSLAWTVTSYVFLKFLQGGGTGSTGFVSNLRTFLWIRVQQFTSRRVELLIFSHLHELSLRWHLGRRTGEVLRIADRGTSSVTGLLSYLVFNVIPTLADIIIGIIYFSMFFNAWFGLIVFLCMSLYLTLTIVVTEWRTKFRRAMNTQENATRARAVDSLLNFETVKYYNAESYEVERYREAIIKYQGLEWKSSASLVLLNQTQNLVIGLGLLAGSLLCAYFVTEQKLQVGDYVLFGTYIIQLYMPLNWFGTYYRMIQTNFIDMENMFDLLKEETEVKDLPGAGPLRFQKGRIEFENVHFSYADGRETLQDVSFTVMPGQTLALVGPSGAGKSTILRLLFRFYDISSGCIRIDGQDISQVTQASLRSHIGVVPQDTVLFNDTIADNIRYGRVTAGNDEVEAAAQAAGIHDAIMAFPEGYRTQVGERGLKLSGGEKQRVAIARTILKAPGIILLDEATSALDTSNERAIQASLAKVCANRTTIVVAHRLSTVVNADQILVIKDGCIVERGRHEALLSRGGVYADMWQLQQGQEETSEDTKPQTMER
Glyco luc inh: increase of ERlucT glycosylation luciferase signal, primary screen, N-linked glycosylation inhibitor project, D54 ERlucT cells, luminescence, set 2; D54 ERlucT glycosylation luciferase reporter, 24 h; percent of 100 nM tunicamycin response; reporter increase, % at 12.5 µM; 0.23% of 360,000 active;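 active means mean luciferase reporter signal, scaled so untreated is 0 and the glycosylation-blocking control 100, at or above a set limit in every replicate; inconclusive means mean reaches the limit but not every replicate does; inactive means mean below the limit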;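 further: luciferase carries N-glycosylation sites so blocking glycosylation raises the light; 0% = median of neutral control wells and 100% = median of 100 nM tunicamycin wells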
HTR2A ag: mouse Htr2a agonists via beta-arrestin recruitment, primary screen, cell-based, luminescence; 0.66% of 360,000 active; CHO-K1 mHTR2A beta-arrestin complementation; percent of 30 µM serotonin response; 5-hydroxytryptamine receptor 2A (Mus musculus), P35363; activation, % at 7.6 µM;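 active means activation above a run cutoff, the mean activation of all tested compounds plus 3 SD, cut at about 14% in these data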;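 further: 0% = plate median of compound wells and 100% = 30 µM serotonin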
aDG glyco up: activators of alpha-DG glycosylation, primary screen, uHTS, Pro5-aDG cells, AlphaScreen | alpha-DG glycosylation AlphaScreen (IIH6); 0% Pro5, 100% B10-LARGE cell signal | activation, % at 10 µM | 0.22% of 360,000 active;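 active means activation of at least 8% versus controls, or a plate z-score of at least 8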;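 further: Pro5 are CHO cells carrying HIG-tagged alpha-DG that lacks glycosylation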
CaV13 ICDI inh: Primary screen for inhibitors of IQ motif and Ca2+-dependent inactivation inhibitor domain binding in CACNA1D, Förster resonance energy transfer in living cells, …; HEK cells, CFP/YFP FRET ICDI-IQ, plate reader, 10 min; percent FRET-ratio fall versus neutral wells; inhibition, % at 12.3 µM; 0.098% of 340,000 active;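 active means mean replicate inhibition of at least 30% and at least 1% of replicates passing that level; inconclusive means only one of the two criteria is met; inactive means neither criterion is met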;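 further: 0% = median of the neutral control wells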
iPSC survival up: enhancers of single-cell hiPSC survival, primary screen, ATPlite luminescence. 100% = ROCK inhibitor wells, 0% = DMSO. survival enhancement, % at 20 µM. 0.044% of 360,000 active; in the data active means survival enhancement above about 18%;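 further: cells exposed to compounds for 16 hours before the ATP read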
Vif imaging: HIV Vif self-association inhibitors, primary screen, imaging, HEK293T, single point | HEK293T cells, Vif self-association by quenched fluorescence, 24 h | inhibition, % at 7.49 µM | 0.35% of 340,000 active; in the data active means inhibition above about 50%, passing the limit was not always enough; inconclusive means no clear call, values can overlap the other calls; inactive means below about 31%; further: some results filed as inactive read as strong as hits
PDI turbidity: inhibitors of human PDI, primary screen, biochemical, turbidity, single point, plate reader; Protein disulfide-isomerase (Homo sapiens), P07237; PDI insulin aggregation turbidity, A650, 90 min; inhibition, % at 10 µM; 0.052% of 350,000 active;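 active means mean inhibition across replicates of 30% or more, whatever share of single replicates reach that level; inconclusive means mean inhibition below 30% while every single replicate reaches 30%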;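 further: absorbance from insulin aggregation driven by PDI reduction with DTT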
Numbers without * were called inactive; ? = inconclusive; . = no result given. Outcome played no part in choosing rows, and some 3.1% of all compounds hit somewhere here.

SMILES	Exocytosis inh	H9c2 protect	ABCB6 inh MLPCN	Glyco luc inh	HTR2A ag	aDG glyco up	CaV13 ICDI inh	iPSC survival up	Vif imaging	PDI turbidity
O=C(NCCc1c[nH]c2ccccc12)/C(=C\c1cccnc1)NC(=O)c1ccccc1Br	13	37	103	1	10	-0.3	-1	-0.4	-5	?
COCCN1C(=O)CN(S(C)(=O)=O)CC1(C)C(=O)NCc1ccccc1 (stereo not given)	4	.	.	.	13	0.0	-16	.	.	.
Clc1cccc(N2CCN(c3ncnc4nc[nH]c34)CC2)c1	2	-15	94	0	-5	0.2	-16	0.0	-2	-14
CCOC(=O)c1c(C)nc(-c2ccccc2)nc1N	0	-5	97	5	0	0.2	-5	-0.5	3	-7
CC(=O)Nc1nnc(SCC(=O)NCc2ccc3c(c2)OCO3)s1	-6	-3	93	3	3	-0.1	-2	-0.2	3	3
CCOc1ncccc1C(=O)OCC(=O)NCCc1ccc(OC)cc1	-4	1	106	0	-3	-0.1	-5	-0.7	.	-5
COC(=O)c1ccc(OC)c(CN2CCCN(Cc3cc(C)ccc3C)S2(=O)=O)c1	54	-5	94	-5	-6	0.1	-19	0.9	-8	-7
CC(C)C(C(=O)NCc1ccco1)N(CC1CCCO1)C(=O)CNS(=O)(=O)c1ccccc1 (stereo not given)	4	1	96	-1	2	-0.3	-4	-0.3	0	7
Cn1cc(C(=O)N2CCN(c3ccccc3)CC2)c(=O)c2cc(S(=O)(=O)N3CCCC3)ccc21	0	-4	104	2	4	-0.1	-3	0.3	6	-2
Cc1nc(-c2ccccc2)sc1-c1ccnn1C	-3	-19	96	-9	1	0.1	-4	-0.4	0	-3
O=C(NCC1CCCCC1)c1cccc(S(=O)(=O)NCc2cccnc2)c1	2	-3	96	-2	4	1.9	8	1.0	3	-1
CC1(C)OC(C)(C)/C(=C/Nc2ccccc2)C1=O	-5	4	92	2	0	0.0	-9	1.6	13	-30
CC(=O)c1ccccc1OCCCOc1cccc2cccnc12	-6	5	96	-1	-3	0.0	-11	-0.4	4	-1
C=CCNC(=O)c1onc(CSc2cc(C)ccc2C)c1C(=O)O	5	-4	98	2	-1	-0.4	-13	1.8	5	7
Cc1ccc(S(=O)(=O)CCC(=O)OCc2ccc(Cl)c(Cl)c2)cc1	1	1	99	3	1	-0.3	-5	0.6	-8	-3
Cc1ccc(OCC(=O)N/N=C/c2ccc([N+](=O)[O-])o2)cc1	5	-3	99	15	-2	1.8	.	-0.8	.	-1
CCOC(=O)c1cc(-c2ccc(OC)cc2)n(CCC(=O)NCCN2CCC(C)CC2)c1C	12	-4	97	-4	-4	1.2	7	-2.9	-3	4
O=C(CN1C(=O)CSc2ccccc21)NCCC1=CCCCC1	-4	-5	98	0	0	-0.1	-11	-0.6	0	3
COCCCNC(=O)/C=C/c1c(Cl)cccc1Cl	-2	-1	100	-1	-1	0.3	-4	-0.5	4	-8
Cc1ccc(C(=O)C2CCN(C(=O)c3ccc(C)cc3)CC2)cc1	22	-6	95	-2	1	0.4	-4	1.8	-10	-4
O=c1[nH]c(CN2CCN(c3ccccc3Cl)CC2)nc2ccsc12	4	4	92	0	-7	0.0	-6	-2.9	-10	1
COc1ccc(C=C2c3ccccc3C(=O)c3ccccc32)c(OC)c1	10	-1	103	7	-2	-0.3	-4	-0.6	23	-6
COc1ccc(N2CCN(c3oc(Cc4cccc5ccccc45)nc3C#N)CC2)cc1	5	-6	109	-4	-1	-0.4	-6	-1.3	12	-2
N#CC1C(=O)NC(c2ccccc2)=CC1c1ccccc1 (stereo not given)	2	1	96	1	-4	0.0	-2	1.1	6	-2
Clc1nc(Nc2ccc(N3CCOCC3)cc2)c2ccccc2n1	-1	-10	97	-7	4	-0.3	-2	-0.2	-9	4

The list continues:
SMILES	Exocytosis inh	H9c2 protect	ABCB6 inh MLPCN	Glyco luc inh	HTR2A ag	aDG glyco up	CaV13 ICDI inh	iPSC survival up	Vif imaging	PDI turbidity
CC1=C(C(=O)N2CCCCCC2)CC(CC(=O)NCCc2ccccn2)C(=O)N1CCC1=CCCCC1 (stereo not given)	-19	.	102	.	-4	0.1	-12	-1.1	.	.
CCOC(=O)N/N=C/c1cc(C)n(-c2ccccc2)c1C	-12	5	102	-1	-1	0.1	-1	2.4	16	4
Cc1noc(C)c1CSCC(=O)N(C)CC(=O)Nc1ccc(Cl)cc1	4	3	101	-1	0	-0.1	-5	-0.4	1	1
CCC(CC)NC(=O)c1ccc(Cl)cc1	0	0	92	4	1	-0.2	-4	0.5	2	-2
COc1ccc(CN2CCN(CC3CC3)CC2CCO)cc1C (stereo not given)	2	3	100	-2	10	0.2	-19	1.2	34	-4
Cc1ccc(NC(=O)CSc2nnc3n2CCCCC3)cc1S(=O)(=O)N1CCOCC1	-5	4	95	1	-1	-0.3	-4	-0.9	1	-1
Cc1ccccc1P(=O)(CO)c1ccccc1C	-2	4	96	1	-5	-0.1	.	3.2	13	15
N#CCn1c(CN2CCCC2)nc2ccccc2c1=O	15	-2	99	0	-7	0.4	-3	1.4	-45	4
COc1ccc2oc3cc(Cl)ccc3c(=O)c2c1	6	-10	100	1	1	-0.2	-10	-0.6	.	.
O=C(COc1ncnc2ccccc12)Nc1ccccc1[N+](=O)[O-]	-5	-2	96	2	0	-0.1	1	0.3	-2	-5
COc1ccccc1-c1nnc(SCC(=O)N2CCOCC2)n1-c1ccccc1	1	6	91	0	-4	0.0	-5	-1.5	.	-10
O=C(Nc1sc2c(c1CN1CCOCC1)CCC2)c1ccc(F)cc1	17	-2	96	2	-3	0.2	-2	4.2	-8	3
Cc1ccc(NS(=O)(=O)c2ccc(-n3cccn3)cc2)cc1C	52	-14	105	-4	-1	0.3	-15	1.9	-1	-2
COc1cccc(-c2ccc(C#N)c(=O)[nH]2)c1	3	1	111	-1	1	0.6	-4	1.6	0	1
CCOC(=O)c1oc2ccccc2c1NC(=O)CN1CCN(C)CC1	2	25	78	2	-4	-0.2	-6	-2.4	-6	-7
CN1CCN(Cc2nc(N)nc(Nc3ccc4c(c3)OCCO4)n2)CC1	12	2	98	-2	-4	-0.2	-4	-1.2	-3	-8
CC(C(=O)N1CCc2ccccc21)N1CCN(c2ccccn2)CC1 (stereo not given)	-1	3	101	-1	0	-0.1	-5	-0.4	-3	-6
O=C1C2C3CCC(C3)C2C(=O)N1c1ccc(OS(=O)(=O)c2ccccc2)cc1 (stereo not given)	8	-5	95	-7	1	2.8*	-3	-0.4	-8	-3
CC(C)c1ccc(CN2C(=O)c3ccccc3S2(=O)=O)cc1	-21	-3	89	-7	0	0.1	-7	-0.6	2	3
COC(=O)c1ccccc1NC(=O)c1cc[n+](C)cc1	4	-2	100	2	-2	0.0	-4	0.4	-4	-7
COc1cc(C(=O)Nc2ccc(C#N)cc2)c([N+](=O)[O-])cc1OC	-2	9	96	0	-2	-0.1	-4	-1.4	-2	9
C[C@H](NC(=O)C(c1ccccc1)c1ccccc1)c1ccccc1	18	-9	95	0	-2	0.1	-17	-0.5	-6	1
O=C(Nc1ccc(N2CCOCC2)cc1N1CCOCC1)c1ccc([N+](=O)[O-])cc1	-1	12	.	2	1	0.1	.	-0.7	5	11
Cc1ccc(NC2=C(Cl)C(=O)c3ccccc3C2=O)cc1	74*	-12	97	-6	-1	-1.1	-2	-4.1	2	-9
O=C1NCCN(Cc2cccc(Oc3ccccc3)c2)C1CC(=O)N1CCCCO1 (stereo not given)	7	-4	92	2	5	-0.1	-19	-2.0	-1	-7

Marked active in aDG glyco up, among the entries above:
structure,Exocytosis inh,ABCB6 inh MLPCN,Glyco luc inh,HTR2A ag,aDG glyco up,CaV13 ICDI inh,Vif imaging,PDI turbidity
O=C1C2C3CCC(C3)C2C(=O)N1c1ccc(OS(=O)(=O)c2ccccc2)cc1 (stereo not given),8,95,-7,1,2.8*,-3,-8,-3

Other entries.
SMILES	Exocytosis inh	H9c2 protect	ABCB6 inh MLPCN	Glyco luc inh	HTR2A ag	aDG glyco up	CaV13 ICDI inh	iPSC survival up	Vif imaging	PDI turbidity
CN(Cc1cnccn1)Cc1cn(Cc2ccccc2)nc1-c1ccc2c(c1)OCO2	6	14	100	0	0	-0.4	-2	-0.2	-3	-2
CCc1c(C#N)c(=O)[nH]c(=O)n1-c1ccccc1	17	-3	98	-1	0	0.1	-5	-0.2	-4	1
Cc1ccc(NC(=O)CN2C(=O)NC3(CCCc4ccccc43)C2=O)c([N+](=O)[O-])c1 (stereo not given)	-1	2	90	6	2	0.0	-3	-0.6	6	11
O=C(NCc1nc2ccccc2[nH]1)c1cccc(S(=O)(=O)N2CCCCC2)c1	0	-13	96	-3	-2	-0.3	-6	0.2	-9	-5
CC(OC(=O)c1ccc(Cl)c(S(N)(=O)=O)c1)C(=O)NCC1CCCCC1 (stereo not given)	10	4	93	2	11	0.1	-6	-0.1	-10	1
O=C(Cn1cnc2c(cnn2-c2ccc(F)cc2)c1=O)NCCc1ccccc1	-5	-1	97	2	-1	4.4	-5	2.5	-11	-2
Cc1ccccc1NC(=O)C(C)c1ccc(-c2ccccc2)c(F)c1 (stereo not given)	11	-30	102	-5	-8	0.6	-5	2.0	-11	-2
COCCCNC(=O)CN(CCc1ccccc1)S(=O)(=O)c1ccccc1	4	8	97	-1	3	0.4	-3	3.3	-3	-2
CCCN(C(=O)CSc1nnnn1C)C1CCS(=O)(=O)C1 (stereo not given)	-2	4	96	0	-4	0.2	4	-0.4	1	-8
CCn1ncc(Br)c1C(=O)Nc1cc(C)cc(C)c1	-14	-11	104	-1	-2	0.5	-7	1.3	-3	-3
Cc1nc(Nc2ccc(Cl)cc2)c2oc3ccccc3c2n1	0	0	96	1	3	0.0	-15	-0.1	-14	4
O=C(Nc1ccccc1C(F)(F)F)C1CCN(C(=O)Cc2ccccc2)CC1	-1	0	98	.	2	-0.3	-10	0.0	.	-3
NNC(=O)c1ccccc1OCc1ccccc1	6	-1	95	1	-6	0.0	-20	1.3	5	1
CCOC(=O)Cc1csc(NC(=O)C2CCCCC2C(=O)O)n1 (stereo not given)	-1	-4	115	1	-1	0.0	.	4.4	1	-4
COc1ccc(CNC(=O)c2ccc(-c3c(C)noc3C)c3ccoc23)cc1OC	-2	-11	98	9	-3	0.1	-4	3.2	2	-2
Cc1ccc(NC(=O)COc2ncnc3c(Cl)cc(Cl)cc23)cc1[N+](=O)[O-]	-7	9	99	4	2	-0.1	-6	0.0	-3	-5
COc1ccccc1CCC(=O)OCC(=O)c1c(N)n(CC(C)C)c(=O)n(C)c1=O	2	-14	103	-1	5	6.5*	-5	0.4	0	1
COc1ccccc1NC(=O)C1CCCN(C(=O)Nc2ccc(F)cc2)C1 (stereo not given)	-10	1	96	2	7	-0.2	-2	-0.1	1	0
